Polio RdRp inh: inhibitors of poliovirus RNA polymerase binding and polymerization; hit rate 0.66% among 150,000; % elongation, % (compound at 16.7 µg/mL); poliovirus polymerase elongation, fluorescence polarization; hits give low values; P03300; in the data active = % elongation below about 90%; also: some results filed as inactive read as strong as hits
Target sequence (P03300 1749-2209 limits assumed): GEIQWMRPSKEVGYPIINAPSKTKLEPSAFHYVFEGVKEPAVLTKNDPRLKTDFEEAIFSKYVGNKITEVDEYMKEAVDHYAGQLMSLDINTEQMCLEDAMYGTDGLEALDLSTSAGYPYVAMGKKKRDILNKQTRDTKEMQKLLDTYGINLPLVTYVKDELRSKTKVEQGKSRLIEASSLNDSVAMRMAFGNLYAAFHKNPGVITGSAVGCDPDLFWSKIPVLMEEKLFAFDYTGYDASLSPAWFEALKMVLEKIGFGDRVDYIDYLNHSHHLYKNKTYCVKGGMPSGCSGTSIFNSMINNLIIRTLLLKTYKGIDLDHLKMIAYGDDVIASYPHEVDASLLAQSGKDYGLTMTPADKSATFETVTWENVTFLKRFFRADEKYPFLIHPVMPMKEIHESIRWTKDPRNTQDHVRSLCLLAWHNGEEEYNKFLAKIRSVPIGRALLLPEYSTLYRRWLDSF
Polio RdRp inh FP z-score: further read-out of Polio RdRp inh, marked with its call; z-score; measured here: FP z-score; hits read low
* = called active by the depositor; & = joins results of further samples. Only part of the results is shown. The share of hits here may be higher or lower than overall.

#	SMILES	Polio RdRp inh	Polio RdRp inh FP z-score
1	O=C(Cn1cc(C(=O)c2ccco2)c2ccccc21)Nc1ccccc1C(F)(F)F	102.0	-0.4
2	CCN(C(=O)c1cc2cc3ccc(OC)cc3nc2o1)c1cccc(C)c1	108.0	-0.2
3	Cc1ccc(-c2nnc(SCc3ccc(C#N)cc3)o2)cc1	102.0	-0.1
4	CCc1ccccc1NC(=O)CSc1nnc(CC)c(CC)n1	110.0	0.6
5	Cc1ccccc1C(=O)N1CCC(C(=O)N2CCCc3ccccc32)CC1	101.0	-0.6
6	CCC(C)(C)NC(=O)c1ccc2c(c1)OCCO2	101.0	-0.1
7	OC(CNCCNc1ccc(C(F)(F)F)cn1)Cn1ccc2ccccc21 (centres undefined)	105.0	1
8	Cc1ccc(-c2noc(CN3CCN(c4ccccc4F)CC3)n2)cc1	100.0	-0.5
9	CC(C)CNS(=O)(=O)c1ccc(NC(=O)c2cccnc2)cc1	100.0	-1.2
10	CC(=O)c1ccc(S(=O)(=O)N2CCn3cccc3C2c2ccc(F)c(F)c2)cc1 (centres undefined)	99.0	-1.2
11	COc1ccccc1N1CCN(C(=O)Cn2ncc3c(=O)oc4ccc(C)cc4c32)CC1	110.0	0.6
12	Cc1c(C(=O)NN)nc2ccccn12	105.0	0.5

Continuation.
#	SMILES	Polio RdRp inh	Polio RdRp inh FP z-score
13	O=C1NNS(=O)(=O)c2ccccc21	101.0	0
14	CCN(CC)S(=O)(=O)c1ccc(NCCOC)c(C(=O)O)c1	102.0	0
15	CCN(CC)C(=O)CC(c1ccccc1)c1ccco1 (centres undefined)	101.0	0.4
16	Cc1ccc(Nc2nnc(-c3ccccc3)c3ccccc23)cc1	108.0	0.4
17	CCC(C(=O)O)n1nnc(-c2ccsc2)n1 (centres undefined)	103.0	0.1
18	Cc1ccc(N2C(=O)CSC23C(=O)N(CC(=O)Nc2ccc(C(C)C)cc2)c2ccccc23)cc1C (centres undefined)	110.0	0.5
19	Cc1[nH]c(=S)sc1CC(=O)N(C)Cc1ccccc1Cl	104.0	0.4
20	O=C(CC1S/C(=N\N=C2CCCCC2)NC1=O)Nc1ccc(F)cc1 (centres undefined)	99.0	-0.4
21	O=C1NC(=O)N(c2ccccc2)C(=O)/C1=C/c1ccccc1	98.0	-0.4
22	CCOC(=O)c1c(CN(CC)CC)n(-c2ccccc2)c2ccc(O)cc12	103.0	0.2
23	Nc1cccc(-c2nn(-c3ccccc3)cc2CCC(=O)O)c1	99.0	-0.7
24	CS(=O)(=O)c1ncc(Cl)c(C(=O)Nc2cccc(Cl)c2)n1	102.0	0.1

Next section.
#	SMILES	Polio RdRp inh	Polio RdRp inh FP z-score
25	CC(C)COC(=O)n1n[n+]([O-])c2ccccc21	103.0	-0.1
26	Cc1nn(C)c(C)c1S(=O)(=O)N(CC(=O)N1CCn2c1nc1ccccc12)c1ccc(C(C)C)cc1	99.0	0
27	CCc1cccc2c(=O)c(CN(C)C)c(C)[nH]c12	105.0	0.2
28	CO/N=C(\C(=O)N[C@@H]1C(=O)N2C(C(=O)O)=C(COC(C)=O)CS[C@H]12)c1csc(N)n1 (stereo in doubt)	101.0	0.5
29	CCNC(=O)NC(=O)Cn1cc(C(F)(F)F)ccc1=O	102.0	-0.1
30	COc1ccc(N2CCN(C(=O)Cn3cnc4sc(C)c(S(=O)(=O)N5CCCCC5)c4c3=O)CC2)cc1	106.0	0.3
31	Cc1cccc(N(C)C(=O)Cc2noc3ccccc23)c1	100.0	-0.9
32	Cc1ccc(S(=O)(=O)N(C)c2c(C)ccc(S(=O)(=O)n3nc(C)cc3C)c2C)cc1	101.0	0
33	C=CCN(CC=C)C(=O)Cc1ccc(Br)cc1	108.0	0.7
34	COc1cc(C(=O)OCC(=O)N2CCOCC2)ccc1OCC(=O)Nc1ccc(F)cc1	99.0	-0.1
35	O=C(CSc1nnnn1C1CC1)N(Cc1ccccc1)Cc1ccccc1	104.0	0.2
36	Cc1ccc2c(c1)c(-c1ccccc1)nc1nnnn12	102.0	-0.1

(next part)
#	SMILES	Polio RdRp inh	Polio RdRp inh FP z-score
37	COCCCn1cnnc1SC(C)C(=O)Nc1ccc(S(=O)(=O)N2CCOCC2)cc1 (centres undefined)	112.0	0.9
38	Cc1nc2ccccc2n1C/C=C/c1ccccc1	101.0	0
39	Cc1ccc(N2NC(=O)CC2=O)cc1C	92.0	-1.1
40	CCCCCCCc1c(O)c2cccc3c2n(c1=O)CCC3	101.0	0.1
41	CNC(=O)c1cc(Cl)ccc1I	104.0	0.5
42	NNC(=O)c1csc(N2CCOCC2)n1	98.0	-0.2
43	Cc1ccc(NC(=O)CNCc2ccco2)cc1Cl	104.0	0.8
44	CC(C)c1cccc(C(C)C)c1OCCCN1CCOCC1	100.0	-1.1
45	COc1ccc(C2NC(=O)C(C#N)=C(S)N2c2ccccc2)cc1OC (centres undefined)	104.0	0.1
46	Cc1nc(CSc2nnc3scc(-c4ccccc4)n23)cs1	98.0	-1.1
47	O=C(O)CCc1nc2ccccc2c(=O)n1C1CC1	97.0	-0.5
48	CNc1ccc(Br)cc1-c1nc2ccccc2[nH]c1=O	98.0	-0.5

(listing goes on)
#	SMILES	Polio RdRp inh	Polio RdRp inh FP z-score
49	COC(=O)c1ccc(C2Nc3c(C(=O)OC)cccc3C3C=CCC32)cc1 (centres undefined)	103.0	0
50	O=C(/C=C/c1ccco1)NNc1ccc2ccccc2n1	109.0	0.8
51	O=C(COc1ccc2oc3c(c2c1)CCCC3)Nc1ccccn1	102.0	0.3
52	Cn1c(=S)n(CCSc2nc3ccccc3n2-c2ccccc2)c2ccccc21	98.0	-0.4
53	Cc1nonc1OCCn1nnc(N)n1	101.0	0.1
54	N#CC(C#N)=CNNc1ncnc2ccsc12	105.0	0.9
55	CC[N+]1(C)C2CCC1CC(OC(=O)[C@H]1CCC(C(=O)OC3CC4CCC(C3)[N+]4(C)CC)(c3ccccc3)c3ccccc31)C2 (some centres undefined)	99.0	-0.1
56	COc1cccc(C2=CC(c3ccc(OC)c(OC)c3OC)n3ncnc3N2)c1 (centres undefined)	106.0	0.3
57	CN(C1CCCCC1)S(=O)(=O)c1ccc2c(c1)c(=O)c(C(=O)N1CCN(c3ccccc3)CC1)cn2C	107.0	0.4
58	COc1ccc(S(=O)(=O)NCC(c2cccs2)S(=O)(=O)c2ccccc2)cc1OC (centres undefined)	109.0	0.7
59	CCN(CC)S(=O)(=O)c1ccc(C(=O)Nc2nc3ccc(Cl)cc3s2)cc1	114.0	1.9
60	COc1ccc(NC(=O)N(C2CCCCC2)C(C)c2ccco2)c(OC)c1 (centres undefined)	100.0	0

Next part:
#	SMILES	Polio RdRp inh	Polio RdRp inh FP z-score
61	Nc1nc(CN2CCN(c3ccccc3)CC2)nc(Nc2ccccc2)n1	98.0	-0.6
62	COc1ccc(NC(=O)c2ccc3nc(C(C)C)oc3c2)cc1OC	108.0	0.2
63	Cn1c(=O)n(C)c2cc(NS(=O)(=O)c3ccc(C(C)(C)C)cc3)c(NCc3ccccc3)cc21	99.0	-1.5
64	CCOC(=O)c1sc(=N)n(CC(=O)c2ccc(F)cc2)c1C	1.0*	-6.3*
65	CC(C)(C)OC(=O)N1C(C(=O)O)CSC1c1cccc(Br)c1 (centres undefined)	105.0	0.5
66	CCOc1ccc(-c2nnc(SCC(=O)NC(C)CC)nc2-c2ccc(OCC)c(OC)c2)cc1OC (centres undefined)	110.0	0.6
67	O=c1cc(N2CCOCC2)oc2c(-c3ccccc3)cccc12	101.0&100.0	0.2&0.2
68	Cc1ccc(C)c(NC(=O)C(C)N2C(=O)C3C4C=CC(C4)C3C2=O)c1 (centres undefined)	102.0	0.4
69	COc1ccc(CCNC(=O)CN(C)c2ccccc2)cc1OC	98.0	-0.6
70	CCOC(=O)c1ccc(Nc2cc(C)nc(-c3ccccc3)n2)cc1	102.0	0.3
71	COc1ccc(C(=O)NCCc2sc(-c3ccc(Cl)cc3)nc2C)c(OC)c1	110.0	1
72	Cc1cc(C)c(OCC(O)CNC(C)(C)C)c(C)c1 (centres undefined)	104.0	0.4

Excerpt: nos. 68–72
#	SMILES	Polio RdRp inh	Polio RdRp inh FP z-score
68	Cc1ccc(C)c(NC(=O)C(C)N2C(=O)C3C4C=CC(C4)C3C2=O)c1 (centres undefined)	102.0	0.4
69	COc1ccc(CCNC(=O)CN(C)c2ccccc2)cc1OC	98.0	-0.6
70	CCOC(=O)c1ccc(Nc2cc(C)nc(-c3ccccc3)n2)cc1	102.0	0.3
71	COc1ccc(C(=O)NCCc2sc(-c3ccc(Cl)cc3)nc2C)c(OC)c1	110.0	1
72	Cc1cc(C)c(OCC(O)CNC(C)(C)C)c(C)c1 (centres undefined)	104.0	0.4

(cont.)
#	SMILES	Polio RdRp inh	Polio RdRp inh FP z-score
73	CCNC(=O)Nc1c(-c2ccccc2)nc2ccccn12	100.0	-0.2
74	CCN1CCN(C(=O)c2ccc(S(=O)(=O)N(CC)CC)cc2)CC1	101.0	-0.3
75	c1ccc(CSc2n[nH]c(-c3ccncc3)n2)cc1	101.0	0
76	CCN(CC)C(=O)Oc1nnc(SC(C)C)n1-c1ccc(Cl)c(Cl)c1	107.0	0.7
77	CCCCN(CC)CCNC(=O)c1cc2c(=O)oc3ccc(C)cc3c2s1	91.0	-1.3
78	CCCCN(CC)CCNC(=O)CCn1cnc2onc(-c3ccc(F)cc3)c2c1=O	97.0	-0.6
79	Cc1ccc(S(=O)(=O)NC(=O)N2CC3CC(C2)c2cccc(=O)n2C3)cc1 (centres undefined)	101.0	0.2
80	COc1ccc(N(C(C)C(=O)N=Nc2c(O)[nH]c3ccccc23)S(C)(=O)=O)cc1 (centres undefined)	101.0	0.5
81	CC(C)(C)c1ccc(C(=O)NCC(c2ccco2)S(=O)(=O)c2ccccc2)cc1 (centres undefined)	107.0	0
82	O=C(Cn1c(=O)n(-c2ccccc2Cl)c(=O)c2sc3ccccc3c21)NC1CCCC1	103.0	-0.4
83	Cc1nc(CC(=O)Nc2cc(Cl)ccc2C)cs1	104.0	-0.6
84	CC1CCN(c2nc3ccc(C(=O)NCCc4ccc(S(N)(=O)=O)cc4)cc3s2)CC1	107.0	-0.1

(list continues)
#	SMILES	Polio RdRp inh	Polio RdRp inh FP z-score
85	COC(=O)C1=CN(Cc2ccc(C)cc2)C=C(C(=O)OC)C1c1ccc(C)s1	102.0	0
86	COc1ccc(C(=O)N2CCCCC2CCN2CCCCC2)cc1 (centres undefined)	115.0	2
87	CCCNC(=O)C1CCN(S(=O)(=O)c2ccccc2)CC1	106.0	1.7
88	O=C(NCCN1CCOCC1)c1ccncc1	102.0	0.1
89	CC(C)CCn1nnc2sc(-c3ccccc3)cc2c1=O	104.0	-0.6
90	COC(=O)c1cc2oc3ccccc3c2n1Cc1ccc(Cl)cc1	110.0	0
91	Cc1ccc(C(=O)NCCc2csc3nc(-c4cccc(C)c4)nn23)cc1	106.0	1.5
92	CCCOc1ccc(-c2nc(SC)[nH]c(=O)c2C#N)cc1OC	113.0	1.3
93	S=C(NC1CC1)N1CCCN(Cc2cccc3ccccc23)CC1	108.0	0.4
94	C(=N\[n+]1ccccc1)/c1ccccc1	104.0	0.4
95	Cn1cccc1C(=O)Nc1ccc(S(=O)(=O)N2CCOCC2)cc1	102.0	-0.4
96	Cc1cnc2c(c1)C(=Nc1ccccc1)c1ccccc1-2	104.0	0

(next part)
#	SMILES	Polio RdRp inh	Polio RdRp inh FP z-score
97	O=C(Cn1c(=O)n(Cc2ccccc2)c(=O)c2oc3ccccc3c21)Nc1ccc(Cl)cc1	107.0	0
98	CCC1C(=O)CC(c2ccco2)NC1c1ccco1 (centres undefined)	103.0	0.2
99	N#CCN(CC#N)C(=O)Cc1ccc(Br)cc1	100.0	-0.1
100	Cc1cc2c(cc1NC(=O)CC13CC4CC(CC(C4)C1)C3)n(C)c(=O)n2C	99.0	-0.8
101	Cc1cccc(S(=O)Cc2ccc(C(=O)N3CCc4ccccc43)o2)c1 (centres undefined)	99.0	-1.2
102	O=C(O)CCC(=O)Nc1ccc2c(c1)oc1ccccc12	101.0	-0.1
103	N#Cc1c(-c2cccs2)cc(-c2cccs2)nc1SCc1cccnc1	101.0	-0.1
104	CC(=O)N1CCCc2cc(S(=O)(=O)N3CCCC(C(=O)Nc4ccc(F)cc4F)C3)ccc21 (centres undefined)	102.0	-1.3
105	O=C(O)CCC(=O)NC1CCCCCCC1	101.0	0.1
106	CCOc1ccc(NC(=O)N2CCC(CN3CCC(C)CC3)CC2)cc1	102.0	-1.1
107	COc1ccc(CCNC(=O)c2nc(-c3ccc(Cl)cc3)n3c2CCCCC3)c(OC)c1	107.0	0.2
108	CCOC(=O)c1ccc(NC(=O)CNC(=O)c2ccc(Cl)cc2)cc1	101.0	-0.1

Additional compounds follow.
#	SMILES	Polio RdRp inh	Polio RdRp inh FP z-score
109	CC1=C(C)C/S(=N\S(=O)(=O)c2ccc(Cl)cc2)N(S(=O)(=O)c2ccc(Cl)cc2)C1 (centres undefined)	101.0	-0.5
110	CN[C@@H]1[C@@H](O)[C@@H](O[C@@H]2[C@@H](O)[C@H](O[C@H]3O[C@H]([C@@H](C)NC)CC[C@H]3N)[C@@H](N)C[C@H]2N)OC[C@]1(C)O (tested in a mixture with another compound)	101.0	0.4
111	CCc1ccc(OCCSc2nc(-c3ccco3)nc3cc(=O)[nH]n23)cc1	100.0	-0.4
112	CC(=O)c1ccc(N2CCN(C(=O)CCS(=O)(=O)c3ccc4c(c3)oc(=O)n4C)CC2)cc1	113.0	0.9
113	CCn1c2ccccc2c2cc(NC(=O)c3ccccc3C)ccc21	100.0	-0.3
114	CCOc1ccc(NC(=O)Cn2c(=O)n(-c3ccc(C)cc3)c(=O)c3cc(OC)c(OC)cc32)cc1	109.0	0.3
115	CCNc1nc(OC)nc(N2CCN(c3ccc(F)cc3)CC2)n1	102.0	0.1

Individual results from the list.
Polio RdRp inh FP z-score result of no. 110 is entered as 0.4
Polio RdRp inh FP z-score result of no. 112 is entered as 0.9
Polio RdRp inh result of no. 114 is entered as 109.0

Screens deposited in PubChem BioAssay by ICCB-Longwood Screening Facility, Harvard Medical School.
